# TDP1 block – TDP1 (human) enzyme inhibition; Q9NUW8; recombinant TDP1, AlphaScreen DNA substrate cleavage; Potency, µM (top dose mostly 130 µM), for the others: at the top dose activity change, negative = inhibition, most hits filed as inhibitors; hit rate 0.28% among 350,000; note: nearly all actives have a fitted effect of over 40% in size
# Target sequence (Q9NUW8 whole entry, looked up): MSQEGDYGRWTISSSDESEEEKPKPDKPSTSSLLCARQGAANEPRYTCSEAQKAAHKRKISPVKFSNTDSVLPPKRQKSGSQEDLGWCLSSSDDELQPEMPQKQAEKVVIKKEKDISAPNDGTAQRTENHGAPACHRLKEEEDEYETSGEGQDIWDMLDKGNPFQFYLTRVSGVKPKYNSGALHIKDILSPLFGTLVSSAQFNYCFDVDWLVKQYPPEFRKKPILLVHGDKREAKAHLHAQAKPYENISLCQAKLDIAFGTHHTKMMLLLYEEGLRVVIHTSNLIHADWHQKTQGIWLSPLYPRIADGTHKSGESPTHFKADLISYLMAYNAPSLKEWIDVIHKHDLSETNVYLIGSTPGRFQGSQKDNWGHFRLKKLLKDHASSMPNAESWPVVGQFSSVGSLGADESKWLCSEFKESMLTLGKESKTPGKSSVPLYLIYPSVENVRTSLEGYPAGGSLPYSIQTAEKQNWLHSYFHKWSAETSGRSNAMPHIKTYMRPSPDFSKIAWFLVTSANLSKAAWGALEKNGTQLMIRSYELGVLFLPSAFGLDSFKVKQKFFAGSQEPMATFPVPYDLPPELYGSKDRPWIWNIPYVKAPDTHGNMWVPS
#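 Tdp1 1 nM final; 15 min RT w/ cpd; substrate 15 nM, 5 min; beads 10 ug/ml, 10 min; AlphaScreen read. Neg ctrl: no enzyme.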
# N370S GC – inhibits or activates N370S mutant glucocerebrosidase; P04062; N370S GC spleen homogenate, 4MU-glucoside fluorescence; Potency, µM (top dose mostly 59.4 µM), for inactives: top-dose activity change, negative = inhibition, most hits filed as inhibitors; hit rate 0.092% among 330,000; AID 2101;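 note: 0% = full enzyme activity and -100% = no enzyme basal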
# FEN1 inh – blocks human flap endonuclease 1. P39748. Recombinant FEN1 flap cleavage, fluorescence, 15 min. Potency, µM (highest dose often 114 µM), for inactives: at the top dose activity change, negative = inhibition, most hits filed as inhibitors. hit rate 0.35% among 390,000. AID 588795; note: nearly all actives have a fitted effect of over 65% in size
# Target sequence (P39748 whole entry, looked up): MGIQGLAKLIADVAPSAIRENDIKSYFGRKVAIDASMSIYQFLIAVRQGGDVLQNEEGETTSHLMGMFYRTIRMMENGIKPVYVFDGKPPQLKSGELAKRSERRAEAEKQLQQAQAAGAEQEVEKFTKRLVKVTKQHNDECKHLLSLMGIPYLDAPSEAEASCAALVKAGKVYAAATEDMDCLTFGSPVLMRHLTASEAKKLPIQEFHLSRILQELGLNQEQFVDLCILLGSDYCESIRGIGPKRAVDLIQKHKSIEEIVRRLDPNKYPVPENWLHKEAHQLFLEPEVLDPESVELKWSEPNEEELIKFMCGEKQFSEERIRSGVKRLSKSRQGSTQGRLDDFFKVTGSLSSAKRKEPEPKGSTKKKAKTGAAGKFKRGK
#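 Compounds are tested as a concentration series against 10 nM FEN1; after a 15 min room-temperature preincubation, 50 nM substrate starts cleavage, with plate reads at 0 and 15 min. Normalized responses are fitted by a Hill equation.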
# Active calls of the source: *; ? = inconclusive; . = no result given; & = joins results of further samples; [ ] = dose if it differs, or a comment. Calls come from the whole dose curve; as a rule, active = well fitted curve in the direction sought with a large enough effect; inconclusive = small, poorly fitted or top-dose-only effect, or another doubt; inactive = no such curve, though single readings can be large; an effect the other way counts as inactive or inconclusive. Unless noted, % is set by controls: 0 for no effect and ±100 for the full control effect; potency is the fitted concentration of half-maximal effect.
SMILES,TDP1 block,N370S GC,FEN1 inh
CCNC(=O)COC(=O)c1cc(=O)[nH]c2ccccc12,5%,-13%,10%
CC(=O)N1CCN(S(=O)(=O)c2cccc(C(=O)NNC(=O)COc3ccc(Cl)cc3C)c2)CC1,-4%,-2%,1%
O=C(N/N=C/c1cc(Br)ccc1O)C(c1ccncc1)N1CCOCC1 (configuration not stated),-6%,15%,0%
Cc1ccc(CN2C(=O)N(c3ccc(C)c(Cl)c3)S(=O)(=O)c3ccccc32)cc1,7%,.,9%
O=C(c1ccccc1NS(=O)(=O)c1ccccc1[N+](=O)[O-])N1CCCC1,4%,-12%,1%
COc1ccccc1C(=O)N1CCN=C1c1ccccc1,0%,6%,1%
C=CCOc1ccc2c(c1)C(=NO)c1cc(OCC=C)ccc1-2,2%,1%,3%
CCOC(=O)CC1C(=O)NCCN1Cc1cccc(C(F)(F)F)c1 (configuration not stated),4%,1%,-7%
O=C(Cn1cnc2sc3c(c2c1=O)CCCC3)NCC(=O)Nc1ccc(F)cc1F,3%,-5%,12%
O=Cc1cnc2ccccc2c1-c1ccccc1,5%,12%,6%
C(=Nc1ccc(Nc2ccccc2)cc1)c1ccc2ccccc2c1,1%,-6%,-7%
O=C(OCc1cc(=O)n2nc(-c3cccs3)sc2n1)c1cccc(Cl)c1,2%,.,-6%
Cc1ccc(S(=O)(=O)Nc2c(Cl)c(Cl)c(O)c3ccccc23)cc1,10%,1%,.
O=C(NCCCN1CCOCC1)c1ccc(CS(=O)(=O)Cc2ccccc2Cl)o1,7%,6%,0%
O=C(CSc1ncnc2sc(-c3ccccc3)cc12)NC1CCS(=O)(=O)C1 (configuration not stated),1%,-4%,8%
CCOC(=O)C1CCN(CCC(=O)Nc2cccc(C)c2)CC1,-3%,27%,4%
Cc1ccc(Nc2ncnc3c2nc2n3CCCC2)cc1F,-2%,.,-10%
CCOc1ccc2nc(NC(NC(=O)CC)(C(=O)OC)C(F)(F)F)sc2c1 (configuration not stated),2%,-8%,0%
C=CCOc1cccc(CNn2nnnc2N)c1,-2%,2%,2%
Cc1cc(=O)oc2cc(OCC(=O)NCc3cccnc3)ccc12,1%,-14%,-11%

# Copied from the listing, four compounds:
SMILES,TDP1 block,N370S GC,FEN1 inh
C(=Nc1ccc(Nc2ccccc2)cc1)c1ccc2ccccc2c1,1%,-6%,-7%
O=C(OCc1cc(=O)n2nc(-c3cccs3)sc2n1)c1cccc(Cl)c1,2%,.,-6%
Cc1ccc(S(=O)(=O)Nc2c(Cl)c(Cl)c(O)c3ccccc23)cc1,10%,1%,.
O=C(NCCCN1CCOCC1)c1ccc(CS(=O)(=O)Cc2ccccc2Cl)o1,7%,6%,0%

# Profiles from above. Screens in order: TDP1 block, N370S GC, FEN1 inh
# Listed for `O=C(NCCCN1CCOCC1)c1ccc(CS(=O)(=O)Cc2ccccc2Cl)o1` = 7%, 6%, 0%
# Listed for `O=C(CSc1ncnc2sc(-c3ccccc3)cc12)NC1CCS(=O)(=O)C1` (configuration not stated) = 1%, -4%, 8%
# Listed for `CCOc1ccc2nc(NC(NC(=O)CC)(C(=O)OC)C(F)(F)F)sc2c1` (configuration not stated) = 2%, -8%, 0%
# Listed for `Cc1ccc(Nc2ncnc3c2nc2n3CCCC2)cc1F` = -2%, ., -10%
# Listed for `C=CCOc1cccc(CNn2nnnc2N)c1` = -2%, 2%, 2%

# Additional entries.
SMILES,TDP1 block,N370S GC,FEN1 inh
COc1cc(NC(=O)CSc2nc3nc(C)c(Cc4ccccc4)c(C)n3n2)cc(OC)c1,5%,.,39%[activator]
CC(=Nc1ccccc1N)c1c(C)cc(=O)n(O)c1O,15%&11%,-2%&-4%,.
Cc1ccccc1CNC(=O)CN1C(=O)CSc2ccc(S(=O)(=O)N(C)C)cc21,3%,.,-1%
O=C(CSc1ncccc1C(=O)O)c1ccccc1F,0%,6%,14%
O=c1oc2ccccc2nc1/C=C(\O)c1ccc(Br)cc1,7%,6%,3%
CC(=O)c1ccccc1OCCCN1CCCCC1,-3%,-6%,-1%
CCc1ccc(OCC(=O)NC(NC(=S)Nc2ccc(Cl)cc2)C(Cl)(Cl)Cl)cc1 (configuration not stated),1%,9%,-4%
COc1ccnc(N=CNOCc2ccc(Cl)cc2)c1C#N,1%,-2%,1%
Cc1cc2ccccc2n1CCNC(=O)c1ccc(Br)o1,.,-7%,-23%
Cc1ccc(-n2c(-c3ccco3)nc3c(cnn3-c3ccccc3Cl)c2=O)cc1,2%,.,-5%
Cc1ccc(CNC(=O)CNC(=O)c2ccc(Br)o2)cc1,0%,2%,-4%
Cc1ccc(C(=O)c2cn(Cc3cccc(C)c3)c3nc(C)ccc3c2=O)cc1,2%,.,5%
Cc1ccc(C)c(C(=O)Nc2ccncc2)c1,.,-5%,-1%
COc1cc(OC)c(C(=O)O/N=C(\N)c2ccc(C)cc2)cc1OC,.,-2%,6%
CCNC(=O)NC(=O)CSc1nnc(-c2c[nH]c3ccccc23)o1,4%[0.0935 µM],-1%,5%
Fc1ccc(NC(=S)NC23CN4CN(CN(C4)C2)C3)cc1,-3%,13%,10%
Cc1nn(-c2ccccc2)c(=S)c2ccccc12,-3%,4%,-3%
CCC(C(=O)NCc1ccco1)n1nc(C)n2c(cc3occc32)c1=O (configuration not stated),-8%,0%,0%
Nc1ccc[n+](CC(=O)c2ccccc2)c1,.,1%,1%
COc1ccc(C(=O)NNC(=O)Cn2nnc(-c3ccc(OC)c(OC)c3)n2)cc1,2%,-3%,-1%
CSc1ccc(S(=O)(=O)NCC(=O)OCC(=O)NCCc2ccccc2)cc1[N+](=O)[O-],.,-9%,-2%
N#Cc1c(N)nc2c(c1-c1ccc(F)cc1)c(=O)nc1sccn12,7%,7%,-5%
CO/N=C(/C)CCS(=O)(=O)c1ccccc1,6%,-1%,-7%
Cc1nc(-c2ccccc2)sc1-c1nc(-c2cccs2)ncc1S(=O)(=O)c1ccccc1,5%,-4%,.
CCN1C(=O)CSc2ccc(C(=O)NCc3ccco3)cc21,0%,-1%,-4%
COc1ccc(NC(=O)c2sc(SC)nc2N)cc1,3%,-2%,-8%
COC(=O)c1ccc(CN2CCc3ccccc32)cc1,.,2%,-3%
CCOC(=O)Cc1csc(NC(=O)Nc2cccc(Cl)c2)n1,-5%,-3%,-2%
CC1/C(=N/O)C(CN(C)C)C2CC1C2(C)C (configuration not stated),0%,5%,5%
COc1ccc(N(C(=O)CNC(=O)c2ccco2)C(C(=O)NC2CCCCC2)c2cccnc2)cc1 (configuration not stated),.,-13%,16%
CCOC(=O)c1oc2ccccc2c1NC(=O)Cc1cccs1,3%,16%,-13%
CCOC(=O)Cn1cc(/C=N/NC(=O)CC#N)c2ccccc21,1%,-1%,-3%
CN1C(=O)C2(OCC(CO)([N+](=O)[O-])CO2)c2ccccc21 (configuration not stated),.,-8%,16%
COc1ccc(CNC(=O)CN2C(=O)NC(C)(c3cccc(Br)c3)C2=O)cc1 (configuration not stated),.,-6%,-12%
Cc1cc(C(=O)N/N=C/c2ccc(O)c(O)c2O)c(C)n1-c1ccccc1,0%,11%,-29%
Cc1ccc(C(=O)Nc2ccc3c(c2)N(C)C(=O)c2ccccc2S3)cc1F,4%,.,10%
COc1ccc(-c2ocnc2C(=O)N2CCN(Cc3cccnc3)CC2)cc1,3%,-21%,-5%
Cc1cc(C)n(C(=O)c2cc([N+](=O)[O-])cc([N+](=O)[O-])c2)n1,10%,-2%,5%
COc1ccccc1NC(=O)CN1CCN(C2c3ccccc3-c3ccccc32)CC1,7%,?,-15%
CC(=O)Nc1ccc(NC(=O)CCCN2C(=O)c3ccccc3C2=O)cc1,-2%,16%,-1%
O=C(NCCCN1CCCC1=O)NC12CC3CC(CC(C3)C1)C2,2%,5%,10%
Cn1cccc1C(=O)OCc1ccc(C(C)(C)C)cc1,.,5%,-21%
COc1ccc(-c2csc(NC(=O)CCCc3cccs3)n2)cc1,0%,1%,-1%
COC(=O)c1ccc(C(=O)OC)c(NC(=O)C2CC2)c1,8%,-1%,-5%
CCSC[C@H](NC(=O)[C@H](C)N)C(=O)N[C@@H](CC(=O)O)C(=O)N[C@H](C(=O)N[C@@H](C)C(=O)N[C@H](C(=O)N[C@@H](CSCC)C(=O)N[C@H](C(=O)N[C@H](C(=O)N[C@@H](Cc1cnc[nH]1)C(=O)N[C@@H](CCCNC(=N)N)C(=O)N[C@@H](CC(C)C)C(=O)N[C@@H](C)C(=O)NCC(=O)N[C@@H](CC(C)C)C(=O)N[C@@H](CC(C)C)C(=O)N[C@@H](CO)C(=O)N[C@@H](CCCNC(=N)N)C(=O)N[C@@H](CO)C(=O)NCC(=O)NCC(=O)N[C@H](C(=O)N[C@H](C(=O)N[C@@H](CCCCN)C(=O)N[C@@H](CC(N)=O)C(=O)N[C@@H](CC(N)=O)C(=O)N[C@@H](Cc1ccccc1)C(=O)N[C@H](C(=O)N1CCC[C@H]1C(=O)N[C@H](C(=O)N[C@@H](CC(N)=O)C(=O)N[C@H](C(=O)NCC(=O)N[C@@H](CO)C(=O)N[C@@H](CCCCN)C(=O)N[C@@H](C)C(=O)N[C@@H](Cc1ccccc1)C(N)=O)C(C)C)[C@@H](C)O)C(C)C)C(C)C)C(C)C)[C@@H](C)O)C(C)C)[C@@H](C)O)[C@@H](C)O,6%,3%,.
Cc1c(/C=C(\C#N)C(=O)NCc2ccccc2)cc(C#N)n1C,7%,8%,-8%
Cc1ccc(-c2nnnn2-c2ccc(C)cc2)cc1,-11%,-7%,8%
CNc1nc(Nc2ccccc2)nc(OCC(F)(F)F)n1,.,-2%,-6%
Cc1cc(S(=O)(=O)N2CCN(c3ncccn3)CC2)ccc1-n1cnnn1,3%[56.1 µM],4%,-2%
C/C(CC(=O)Nc1ccc(N(C)C)cc1)=N\NC(=O)c1ccc([N+](=O)[O-])cc1Cl,4%,-1%,6%
# Further results follow.
SMILES,TDP1 block,N370S GC,FEN1 inh
Cc1c(Cl)c([N+](=O)[O-])nn1CC(=O)Nc1c(C)n(C)n(-c2ccccc2)c1=O,5%,-8%,-12%
COC(=O)C1(C)NC(c2ccco2)C2C(=O)N(c3ccc(C)cc3)C(=O)C21 (configuration not stated),2%,5%,-9%
COc1ccc(-c2nn(CC(=O)Nc3ccccc3F)c3c2cnc2ccc(F)cc23)cc1,10%,.,3%
CN(C)c1ccc(C#Cc2ccc3cc(CCCO)oc(=O)c3c2)cc1,0%,.,5%
Cc1ccc(S(=O)(=O)N2CCOCC2)cc1C(=O)N1CCN(c2ncccn2)CC1,-7%,-5%,-1%
COc1cccc(/C=N/NC(=O)C(=O)N2CCCC2)c1O,-8%,25%,1%
Cc1cccc(NC(=O)c2ccc3c(c2)OCCO3)c1,6%[0.0935 µM],-7%,-17%
COc1ccc(S(=O)(=O)N2CCN(CC(=O)Nc3ccccc3Cl)CC2)cc1,2%,-7%,-18%
Cc1ccc2nc(CSc3nnc(NC(=O)c4cccc(Br)c4)s3)cc(=O)n2c1,3%,.,-7%
N#CC12COC3(CCCCC3C1(C#N)C#N)OC2=N (configuration not stated),.,18%,-1%
COc1cccc(Cl)c1NC(=O)N1CCN(c2ccnc3cc(Cl)ccc23)CC1,6%,0%,14%
CCS(=O)(=O)N1CCN(c2ccc(C(=O)NC3C4CC5CC(C4)CC3C5)cc2[N+](=O)[O-])CC1 (configuration not stated),3%,-1%,7%
O=C(c1ccncc1)N1CCN(S(=O)(=O)c2cccc(Cl)c2)CC1,.,-3%,1%
O=C(COC(=O)CNC(=O)c1ccccc1)Nc1ccc(S(=O)(=O)N2CCCC2)cc1,5%,3%,-2%
O=C(c1cccc(S(=O)(=O)Nc2ccccc2Cl)c1)N1CCN(C(=O)c2ccco2)CC1,-2%,-1%,15%
Cc1cc(=O)[nH]c(SCC(=O)Nc2nnc(CC(C)C)s2)n1,4%,4%,-8%
CCCN1C(=O)c2ccccc2CC1(C)C(=O)NC1CCCCC1 (configuration not stated),-2%,.,22%
O=C(CSc1nnnn1-c1ccccc1)Nc1ccccc1,.,-4%,21%
CC(C)(C)C(=O)NC1CC(=O)N(c2ccc3c(c2)OCCO3)C1 (configuration not stated),-5%,.,-5%
Cn1cc(CN2CCC(C(O)c3cccs3)CC2)c(-c2cccc(Cl)c2)n1 (configuration not stated),3%,0%,0%
COc1ccccc1-c1ccc2nnc(SCC(=O)N3CCCC3)n2n1,.,-12%,5%
CCCc1nc(SCc2ccc(Cl)cc2Cl)n[nH]1,4%,7%,-16%
CS(=O)(=O)N1CCC(C(=O)N2CCN(C(c3ccccc3)c3ccccc3)CC2)CC1,3%,5%,17%
O=C(Nc1ccc2nc(-c3cccs3)[nH]c2c1)c1ccco1,8%[56.1 µM],-3%,-20%
COc1ccc(C(=O)NCCCNC(=O)c2ccc(C)nc2)cc1,20%,3%,4%
O=C(Nc1c(Cl)cccc1Cl)c1ccc(-c2ccccc2)cc1,-3%,0%,-4%
CCCC[C@H](CN[C@@H](CNC)[C@H](C)CC)NCCC12CCC(CC1)C2,.,-6%,3%
O=C1CCCC(=O)C1=C1SCCCS1,0%,-2%,20%
COC(=O)c1c(-c2cccs2)csc1NC(=O)c1ccc(Cl)cc1,-14%,.,?
CC(C)C(=O)Nc1cccc(NC(=O)c2cc3ccccc3o2)c1,2%,6%,1%
O=C(Nc1nccs1)c1ccc2c(c1)OCO2,7%,-2%,17%
